Compound activity: PubChem BioAssay, several laboratories
CIT2 TOR yeast: modulators of CIT2-GFP expression in yeast, primary screen, S. cerevisiae, GFP fusion, multiplex flow cytometry, MLPCN library | hit rate 0.065% among 320,000 | S. cerevisiae CIT2-GFP strain, 3 h; 100 means same as DMSO wells | GFP response vs DMSO, % at 10 µM;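 active means GFP response relative to DMSO above a set limit, near the screen mean plus 3 SD, cut at about 150% in these data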;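 further: ratio of well median GFP fluorescence to mean of DMSO wells on the plate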
RPL19A-GFP yeast: RPL19A-GFP expression modulators in yeast, primary screen, cell-based, S. cerevisiae, multiplex flow cytometry, MLPCN; S. cerevisiae RPL19A-GFP strain, 3 h; active compounds read low; percent response vs DMSO, % at 10 µM; hit rate 0.3% among 330,000;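 active means percent response vs DMSO below 50%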;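 further: median channel GFP fluorescence of the barcoded RPL19A-GFP strain; ratio of sample median GFP to plate DMSO average so 100% = DMSO; lower means less RPL19A-GFP as with rapamycin TOR inhibition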
proCasp3 act: activators of human procaspase-3 D3A mutant, primary screen, biochemical, absorbance, PC-3 D3A mutant, single concentration | Caspase-3 (Homo sapiens), P42574 | AID 463141, 2010 | hit rate 0.11% among 330,000 | recombinant procaspase-3 D3A, Ac-DEVD-pNA absorbance 405 nm | activation, % at 8.5 µM;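 active means activation above the mean of all tested compounds plus 3 SD, cut at about 21% in these data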;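 further: 0% = DMSO alone and 100% = DMSO wells spiked with extra 5 µM PC-3 D3A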
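Test system: Procaspase-3 D3A mutant, all three cleavage aspartates alanine | Dosing: Single dose, 8.5 µM nominal compound, 0.8% DMSO | Schedule: 1 h preincubation, 2 h reaction | Technique: 405 nm absorbance of p-nitroaniline, reads at 0 and 120 min | Repeats: One well per compound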
procasp7 counter: procaspase-7 activators, primary screen, counter-screen for procaspase-3 activator project, biochemical, absorbance, HTS, human; Caspase-7 (Homo sapiens), P55210; recombinant procaspase-7, Ac-DEVD-pNA absorbance 405 nm; D23A/D198A/D206A triple mutant, cannot self-cleave; scale: DMSO 0, 5 µM enzyme 100; activation, % at 8.5 µM; hit rate 0.093% among 330,000; AID 463210, 2010;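 active means percent activation above the screen-wide mean plus 3 SD, cut at about 25% in these data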
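Detection: p-Nitroaniline absorbance at 405 nm, read at 0 and 120 min; system: Uncleavable procaspase-7 mutant enzyme; evaluation: % activation from two-timepoint absorbance difference, scaled to controls; times: 1 h enzyme–compound preincubation and 2 h substrate reaction, both 25 °C; buffer or medium: Zinc-free HEPES pH 7.4 with 300 mM NaCl, 0.01% Triton X-100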
LAP4-GFP MLPCN: modulators of LAP4-GFP expression in yeast, primary screen, S. cerevisiae, multiplex flow cytometry, MLPCN library; 3 h; median GFP as percent of DMSO wells; GFP response vs DMSO, % at 10 µM; AID 2023, 2009; hit rate 0.34% among 320,000;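 active means GFP response vs DMSO above a set limit, about the screen mean plus 3 SD, cut at about 150% in these data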
MEP2-GFP yeast: modulators of MEP2-GFP levels in yeast, primary screen, S. cerevisiae, multiplex flow cytometry, MLPCN library; S. cerevisiae MEP2-GFP strain, 3 h; 100% = DMSO control level; GFP response vs DMSO, % at 10 µM; hit rate 0.51% among 330,000;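 active means GFP response versus DMSO above a set limit, roughly screen mean plus 3 SD, cut at about 180% in these data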;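 further: median GFP fluorescence of the barcode-gated MEP2-GFP cells per well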
AGP1 TOR yeast: modulators of AGP1-GFP expression in yeast TOR pathway, primary screen, cell-based, multiplex flow cytometry, S. cerevisiae, MLPCN library; GFP response vs DMSO, % at 10 µM; 3 h; GFP as percent of DMSO wells; AID 2066, 2009; hit rate 0.02% among 320,000;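 active means GFP response relative to DMSO above a set limit, near screen average plus 3 SD, cut at about 150% in these data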;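 further: median GFP channel fluorescence of the gated AGP1 strain per well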
AHR activator: AHR activators, primary screen, cell-based, luminescence, luciferase reporter, human | activation, % at 5 µM | AHR-responsive luciferase reporter cells | hit rate 2.5% among 320,000; in the data active means activation above about 47%;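 further: 0% = vehicle wells and 100% = reference agonist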
Target sequence (P35869 whole entry, looked up): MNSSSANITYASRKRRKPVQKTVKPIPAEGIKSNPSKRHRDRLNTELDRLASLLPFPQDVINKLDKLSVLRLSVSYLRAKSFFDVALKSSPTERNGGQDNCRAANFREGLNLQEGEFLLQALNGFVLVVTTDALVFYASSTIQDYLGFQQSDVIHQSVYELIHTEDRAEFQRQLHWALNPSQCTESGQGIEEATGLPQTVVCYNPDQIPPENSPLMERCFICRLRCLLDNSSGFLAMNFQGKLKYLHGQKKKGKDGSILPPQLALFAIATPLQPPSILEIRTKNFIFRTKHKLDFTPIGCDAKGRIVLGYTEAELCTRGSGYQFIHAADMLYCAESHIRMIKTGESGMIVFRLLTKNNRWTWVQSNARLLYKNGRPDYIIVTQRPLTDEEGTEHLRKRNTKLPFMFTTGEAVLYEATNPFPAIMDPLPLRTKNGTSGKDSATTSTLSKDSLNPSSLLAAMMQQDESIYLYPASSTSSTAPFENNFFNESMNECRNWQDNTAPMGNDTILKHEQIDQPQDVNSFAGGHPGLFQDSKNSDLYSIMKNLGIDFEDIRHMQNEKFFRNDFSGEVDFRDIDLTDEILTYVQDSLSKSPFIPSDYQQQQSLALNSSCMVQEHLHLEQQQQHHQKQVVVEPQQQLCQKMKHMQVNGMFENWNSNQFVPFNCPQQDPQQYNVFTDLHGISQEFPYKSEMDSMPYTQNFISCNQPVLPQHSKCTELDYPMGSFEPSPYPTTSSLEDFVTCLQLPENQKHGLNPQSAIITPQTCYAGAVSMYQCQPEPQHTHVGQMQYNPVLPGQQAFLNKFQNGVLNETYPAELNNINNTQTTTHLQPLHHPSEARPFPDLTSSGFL
Numbers without * were called inactive; . = not tested or not shown.

Structure	CIT2 TOR yeast	RPL19A-GFP yeast	proCasp3 act	procasp7 counter	LAP4-GFP MLPCN	MEP2-GFP yeast	AGP1 TOR yeast	AHR activator
O=P(CO)(Cc1ccccc1)Cc1ccccc1	104	102	5	0	98	102	104	0
COc1ccccc1-c1nc(=S)c(C(C)=O)c(C)[nH]1	90	97	-14	-20	97	97	90	54*
COc1ccc(NC(=O)COc2ccc(C(=O)NC3CCCc4ccccc43)cc2OC)cc1 (configuration not stated)	106	108	4	7	93	106	103	5
Cc1ccc(NC2OC(CO)C(O)C2O)cc1[N+](=O)[O-] (configuration not stated)	105	105	5	2	110	122	103	-4
O=C(c1noc2c1CCCC2)N1CCC(CO)(Cc2ccccc2Cl)CC1	62	91	-4	1	112	99	89	3
CN(Cc1ccccc1)C(=O)c1ccc(NC(=O)C2CCCN(C(=O)OC(C)(C)C)C2)cc1 (configuration not stated)	99	102	0	2	100	99	100	2
N#CCC(=O)N/N=C/c1cc([N+](=O)[O-])ccc1N1CCOCC1	100	99	7	-7	112	100	105	0
CCCCC(c1nnnn1CS(=O)(=O)c1ccc(C)cc1)N1CCN(C)CC1 (configuration not stated)	92	100	-6	-5	96	102	99	2
CCOc1ccc(N2C(=O)CC(NC3CCCCNC3=O)C2=O)cc1 (configuration not stated)	105	100	-22	-22	94	97	96	-5
COC(=O)c1ccc(C(NC(=O)c2cccnc2)NC(=O)c2cccnc2)cc1	99	97	-1	-2	101	99	100	21
CC(=O)Nc1cc2c3c(c1)CC(=O)N3CCC2	112	106	4	-6	105	122	113	1
O=C(NCC1CCCO1)c1ccc2c(=O)n(Cc3cccc(Br)c3)c(=S)[nH]c2c1 (configuration not stated)	105	102	4	-8	96	94	98	1
CCCn1nc(C(=O)NNC(=O)CCCOc2ccc(C)cc2)c2ccccc2c1=O	104	103	-2	7	109	106	106	-3
CNC(=O)Nc1ccc(C2SCCS2)cc1	94	93	2	-3	109	93	104	5
NS(=O)(=O)c1ccc(Nc2nc(-c3cccc([N+](=O)[O-])c3)cs2)cc1	91	94	6	11	125	132	91	24
COc1cc(SC)ccc1C(=O)Nc1ccc2c(c1)CCC2	110	118	11	0	102	112	100	41

Ten consecutive records already listed, quoted:
Structure	CIT2 TOR yeast	RPL19A-GFP yeast	proCasp3 act	procasp7 counter	LAP4-GFP MLPCN	MEP2-GFP yeast	AGP1 TOR yeast	AHR activator
N#CCC(=O)N/N=C/c1cc([N+](=O)[O-])ccc1N1CCOCC1	100	99	7	-7	112	100	105	0
CCCCC(c1nnnn1CS(=O)(=O)c1ccc(C)cc1)N1CCN(C)CC1 (configuration not stated)	92	100	-6	-5	96	102	99	2
CCOc1ccc(N2C(=O)CC(NC3CCCCNC3=O)C2=O)cc1 (configuration not stated)	105	100	-22	-22	94	97	96	-5
COC(=O)c1ccc(C(NC(=O)c2cccnc2)NC(=O)c2cccnc2)cc1	99	97	-1	-2	101	99	100	21
CC(=O)Nc1cc2c3c(c1)CC(=O)N3CCC2	112	106	4	-6	105	122	113	1
O=C(NCC1CCCO1)c1ccc2c(=O)n(Cc3cccc(Br)c3)c(=S)[nH]c2c1 (configuration not stated)	105	102	4	-8	96	94	98	1
CCCn1nc(C(=O)NNC(=O)CCCOc2ccc(C)cc2)c2ccccc2c1=O	104	103	-2	7	109	106	106	-3
CNC(=O)Nc1ccc(C2SCCS2)cc1	94	93	2	-3	109	93	104	5
NS(=O)(=O)c1ccc(Nc2nc(-c3cccc([N+](=O)[O-])c3)cs2)cc1	91	94	6	11	125	132	91	24
COc1cc(SC)ccc1C(=O)Nc1ccc2c(c1)CCC2	110	118	11	0	102	112	100	41

Next records follow:
Structure	CIT2 TOR yeast	RPL19A-GFP yeast	proCasp3 act	procasp7 counter	LAP4-GFP MLPCN	MEP2-GFP yeast	AGP1 TOR yeast	AHR activator
CN(Cc1ccccc1)C(=O)C1CCN(S(=O)(=O)c2cc([N+](=O)[O-])ccc2Cl)CC1	105	106	-1	-8	85	100	98	1
Cc1cccc(-n2c(Cc3cc(=O)[nH]c(=O)[nH]3)nnc2SCC(=O)NCc2ccco2)c1	101	101	-1	3	101	101	100	0
Cc1ccc(NC(=O)CCn2c(=O)[nH]c3ccsc3c2=O)cc1C	107	101	6	8	109	112	107	-5
COc1ccccc1OCCn1cc(C=O)c2ccccc21	102	103	.	.	101	114	104	.
Cc1nc(C(=O)N(C)C)nn1-c1cc(Cl)ccc1Cl	94	105	4	-9	96	106	105	1
COCCCn1c(SCc2nc3ccccc3c(=O)[nH]2)nc2ccccc2c1=O	96	97	-1	6	101	97	100	34
O=C(c1cccc(F)c1)N1CCN(S(=O)(=O)c2ccccc2)CC1	95	96	6	-2	103	98	98	-2
Cc1ccc(NC(=O)CN2C(=O)c3ccccc3C2=O)nc1	88	98	-12	10	93	95	100	0
CC(Sc1nnc(-c2ccco2)n1N)C(=O)NCC1CCCO1 (configuration not stated)	102	99	-2	9	105	103	103	2
O=C(CSc1nc2ccccc2c(=O)n1-c1ccc(F)cc1F)Nc1ccc(N2CCOCC2)cc1	103	105	5	-7	101	103	106	29
CCOc1cccc(C(=O)Nc2ccc3oc(-c4cccnc4)nc3c2)c1	101	100	-5	10	100	94	97	-7
CCOc1ccc(N2C(=O)CC(N(CCc3ccc(OC)c(OC)c3)C(=S)Nc3ccccc3)C2=O)cc1 (configuration not stated)	102	99	6	-10	87	90	102	0
CCOC(=O)c1cc2c(=O)n3cccc(C)c3nc2n(CCOC)c1=NC(C)=O	99	101	-6	0	113	99	113	1
Cc1cc(OC(C)C(=O)Nc2ccccc2C(=O)N2CCCC2)ccc1Cl (configuration not stated)	105	112	5	-2	96	96	107	2
Nc1n[nH]c(-c2ccccc2)n1	100	97	-6	-14	109	108	103	5
CCCC(C)NC(=O)c1c2c(nc3ccccc13)CCC2 (configuration not stated)	103	100	-1	-1	99	98	99	0
COc1ccc(N2CCN(c3nc4ccc(C)cn4c(=O)c3C=O)CC2)cc1	94	98	-1	-4	95	90	94	-6
CN1CCN(S(=O)(=O)c2cccc(C(=O)N3CCc4ccccc43)c2)CC1	.	104	6	-3	105	100	107	7
COC(=O)c1nc(-c2ccc(C)cc2)oc1N(C)C	88	100	-11	3	105	102	93	34
COc1ccc(S(=O)(=O)NNC(=O)C23CC4CC(CC(C4)C2)C3)cc1[N+](=O)[O-]	98	100	-1	-1	106	102	107	-2
Cc1ccc(S(=O)(=O)N2CCCCCC2)cc1C(=O)Nc1cccnc1	87	112	4	-1	70	100	96	7
CCNc1oc(COc2cccc(C)c2)nc1C#N	83	95	3	5	102	93	92	31
CCOc1cc(C(=O)Nc2cccnc2)cc(OCC)c1OCC	105	102	-2	7	91	99	100	73*
CC(=O)Oc1ccc(OC(C)=O)c(S(=O)(=O)c2ccc(C)c(C)c2)c1	93	99	2	8	85	98	90	0
COc1ccccc1NC(=O)COC(=O)/C=C/c1cccs1	82	95	-4	-2	96	85	82	0
CCCNC(=O)C1(CC2CC(c3ccccc3)=NO2)CCN(C(=O)c2cc(OCC)c(OCC)c(OCC)c2)CC1 (configuration not stated)	92	93	-1	-4	81	93	83	-1
CCN1C(=O)N[C@@H](CCc2ccccc2)C(C(C)=O)=C1C	95	98	12	3	96	103	99	1
Cc1[nH]ccc(=O)c1OCc1ccc(Cl)cc1	112	102	-8	-14	102	101	105	12
O=C1CSC(c2ccccc2F)N1c1ccccc1F (configuration not stated)	97	102	-7	1	98	101	97	0
CCOC(=O)c1cnc2sccn2c1=O	101	99	5	7	99	108	105	3
Cc1cccc(C)c1NC(=O)CNC(=O)c1ccc(COc2ccccc2)cc1	91	95	2	-9	96	92	95	1
Cc1ccc(S(=O)(=O)N/N=C\c2cccnc2)cc1	96	96	-5	0	94	101	100	1
C=CCn1c(SCC(=O)NC2CC2)nnc1-c1cccc(OC)c1	.	110	2	-3	83	95	91	2
CC(=O)c1cccc(Nc2cc(C)nc3ccccc23)c1	108	105	4	1	105	112	116	18
Cc1ccc(OCC(O)CNCc2ccccc2)cc1C (configuration not stated)	108	106	-3	4	112	95	118	2
COc1ccccc1CNc1ncnc2c1cnn2-c1ccccc1	93	100	-1	-9	110	107	100	2
CCCCOc1ccc(C(=O)NCC(=O)NCC2CCCO2)cc1 (configuration not stated)	103	102	1	3	97	107	98	7
O=C(COC(=O)C1CC2CCCC(C1)C2=O)Nc1ccccc1 (configuration not stated)	91	91	-8	2	87	89	92	1
Cc1ncsc1C(=O)N1CCCC(CNS(=O)(=O)c2cccs2)C1 (configuration not stated)	81	95	-3	9	82	86	84	0
O=C(COC(=O)c1ccccn1)NCc1ccccc1Cl	111	103	5	-5	101	103	104	3
O=C(CSc1ncnc2sc3c(c12)CCCC3)N1CCC(c2noc3ccc(F)cc23)CC1	99	101	0	-4	105	104	107	-2
O=C(NCCS(=O)(=O)NC1CCCCC1)c1ccccc1	102	98	6	0	108	94	105	-1
COc1ccc(OC)c(Nc2ncnc3c2cnn3-c2ccccc2)c1	96	95	-4	13	103	103	91	-3
Cc1ccc(N2CCN(C(=O)c3nn(C)c4c3CS(=O)(=O)c3ccccc3-4)CC2C)cc1 (configuration not stated)	111	103	3	-3	120	123	109	-3
Cc1cccc(NC2=C(C#N)C(=O)NC3(CCCC3)S2)c1	107	105	-7	1	92	108	99	1
CC1CN(c2ccc(Cl)cc2[N+](=O)[O-])CCN1S(C)(=O)=O (configuration not stated)	.	97	1	5	98	107	102	-2
CCCc1cc(NCCCN(C)C)n2c(nc3ccccc32)c1C#N	95	100	1	2	87	97	100	5
Cc1cc(C(=O)NC2CCCCC2)c(C)o1	93	102	8	6	113	98	111	4
CCCNC(=O)NC1CCCCCCC1	99	89	8	19	91	99	88	1
O=C1CN(C(=O)COC(=O)/C=C/c2ccco2)c2ccccc2N1	104	104	10	0	98	96	95	1
Cc1cc(C)c(NC(=O)CSc2nncn2-c2cccnc2)c(C)c1	94	98	-2	-5	108	101	104	0
CCN(CC)S(=O)(=O)c1cccc(C(=O)OCC(=O)c2ccc3c(c2)OCCO3)c1	85	94	3	3	113	90	98	-1
O=C(Nc1nnc(-c2ccccc2)s1)c1ccccc1O	113	104	3	0	102	105	108	1
CN1CCN(C(=O)c2ccc(-n3cccn3)nc2)CC1	94	104	-3	5	108	104	115	0
CC(c1ccon1)N(C)Cc1cn[nH]c1-c1ccc(F)cc1F (configuration not stated)	74	98	3	-5	93	94	105	3
